Screening data (PubChem BioAssay)
TNAP pNPP inh: human TNAP enzyme inhibitors, primary screen, biochemical, colorimetric, p-nitrophenol readout. purified TNAP, pNPP hydrolysis, absorbance 405 nm. 21,000 tested, under 10 active. inhibition, % at 20 µM;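 note: 0% = DMSO only wells and 100% = 1 mM levamisole wells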
Target sequence (P05186 whole entry, looked up): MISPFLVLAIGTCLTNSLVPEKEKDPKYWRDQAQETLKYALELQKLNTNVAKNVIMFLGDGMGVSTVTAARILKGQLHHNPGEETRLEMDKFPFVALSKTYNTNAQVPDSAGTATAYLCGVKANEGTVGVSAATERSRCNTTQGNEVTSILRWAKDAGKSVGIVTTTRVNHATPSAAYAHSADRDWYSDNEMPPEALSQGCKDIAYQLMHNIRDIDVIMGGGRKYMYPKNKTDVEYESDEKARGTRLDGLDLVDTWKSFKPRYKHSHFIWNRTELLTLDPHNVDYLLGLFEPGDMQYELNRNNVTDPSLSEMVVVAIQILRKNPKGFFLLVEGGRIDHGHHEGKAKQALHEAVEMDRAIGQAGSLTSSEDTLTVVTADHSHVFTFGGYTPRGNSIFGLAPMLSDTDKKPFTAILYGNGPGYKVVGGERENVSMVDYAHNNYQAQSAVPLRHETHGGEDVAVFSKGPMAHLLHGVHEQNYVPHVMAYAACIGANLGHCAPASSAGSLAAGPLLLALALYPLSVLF
TNAP inh Pi: human TNAP enzyme inhibitors, primary screen, biochemical, colorimetric, phosphate release readout. Alkaline phosphatase, tissue-nonspecific isozyme (Homo sapiens), P05186. purified TNAP, pNPP, malachite green phosphate absorbance. inhibition, % at 20 µM. 21,000 tested, under 10 active
An asterisk follows results filed as active; & = joins results of further samples.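 Rule for the calls: active = inhibition above 50% at the 20 µM single-dose screen; inactive = the rest.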 The list is partial, so the mix of outcomes need not match the whole.

SMILES	TNAP pNPP inh	TNAP inh Pi
O=C(Nc1ccc(Cn2nnc3ccccc32)cc1)c1ccco1	6	9
O=C(NCc1cccnc1)c1ccc(COc2ccccc2Br)o1	2	-2
O=S(=O)(c1ccc2c(c1)OCCO2)N1CCN(c2cccc(Cl)c2)CC1	0	2
Cc1cc(C)c(S(=O)(=O)N2CCN(C)CC2)c(C)c1	1	3
CCCCOCCCNC(=O)c1c(-c2ccccc2)noc1C	3	22
Cc1ccc(S(=O)(=O)NC(C)(C)CSc2nncn2N)cc1	2	7
CN1CCN(c2nc3c(c(=O)n(C)c(=O)n3C)n2Cc2cccc3ccccc23)CC1	6	0
Cc1cc(NCCN2CCOCC2)n2ncc(-c3ccccc3)c2n1	-10	-4
CN(C)c1ccc(CN(C(=O)C2COc3ccccc3O2)C2CCS(=O)(=O)C2)cc1 (stereo unspecified)	4	13
COCCN(CCOC)Cc1cc(=O)oc2cc3c(cc12)CCC3	0	4
Cc1ccc2[nH]c(=O)c(-c3nc4cc(C)ccn4c3NCc3ccco3)cc2c1	1	2
O=C(CCCCCN1C(=O)c2ccccc2C1=O)NC1CCCC1	7	12
OCCN(Cc1ccccc1)Cc1cccc(F)c1	3	10
N#CCCn1cnc2c(=S)nc[nH]c21	0	5
CCC(=O)OC1=C2C(=Nc3c(c(=O)n(C)c(=O)n3C)C2c2ccccc2)c2ccccc21 (stereo unspecified)	4	-4
COCCN1CC(=O)N(c2cccc(C)c2C)C(c2ccc(Cl)cc2)C1=O (stereo unspecified)	-8	7
Clc1ccc(Cn2ncc3c(N4CCCC4)ncnc32)cc1	1	6
Cc1ccc(OCCCn2c(CO)nc3ccccc32)cc1	8	10
O=C(O)CC(C(=O)OCC1CCCO1)N1CCOCC1 (stereo unspecified)	4	7
COc1ccc(Oc2c(C)oc3c(CN(C)C)c(O)ccc3c2=O)cc1	7	15
CC(=O)c1cccc(N(CC(=O)N2CCOCC2)S(C)(=O)=O)c1	7	17
CC(=O)C1=C(O)C(=O)N(CCN2CCOCC2)C1c1ccccc1 (stereo unspecified)	8	8
N#Cc1ccsc1NC(=O)c1cnccn1	9	19
Cc1cc(C)n(-c2ccc(C(=O)Nc3nc4ccccc4s3)cc2)n1	4	12
Cc1cccc2cc(CN(Cc3ccco3)S(=O)(=O)c3ccc4c(c3)OCCO4)c(=O)[nH]c12	4	9

Reformatted as a markdown table: part of the list above.
| mol | TNAP pNPP inh | TNAP inh Pi |
| --- | --- | --- |
| CCC(=O)OC1=C2C(=Nc3c(c(=O)n(C)c(=O)n3C)C2c2ccccc2)c2ccccc21 (stereo unspecified) | 4 | -4 |
| O=S(=O)(c1ccc2c(c1)OCCO2)N1CCN(c2cccc(Cl)c2)CC1 | 0 | 2 |
| N#Cc1ccsc1NC(=O)c1cnccn1 | 9 | 19 |
| COCCN(CCOC)Cc1cc(=O)oc2cc3c(cc12)CCC3 | 0 | 4 |
| N#CCCn1cnc2c(=S)nc[nH]c21 | 0 | 5 |

Later entries.
SMILES	TNAP pNPP inh	TNAP inh Pi
COC(=O)c1cc(Br)c(=O)n(-c2ccccc2OC)c1	7	9
COc1ccc(-c2cc(C(F)F)nc(-n3nc(C)cc3C)n2)cc1	7	13
COC(=O)C1C2C=CC3(CN(C4CCCC4)C(=O)C13)O2 (stereo unspecified)	2	12
CCOC(=O)C1CCCN(C(=O)c2ccc3c(c2)OCO3)C1 (stereo unspecified)	0	7
O=C(O)C1CCCCC1C(=O)NCCc1cccc(Cl)c1 (stereo unspecified)	4	10
COc1ccc(NC(=O)Nc2ccccc2C(N)=O)cc1OC	4	3
COc1cc(NS(C)(=O)=O)c(OC)cc1NC(=O)c1cccc(F)c1	4	0
COc1ccc(OC)c(C(O)c2coc3ccc(O)c(CN4CCOCC4)c23)c1 (stereo unspecified)	0	0
Cc1cc(C(=O)OCC(=O)NCc2ccco2)c(C)n1-c1ccccc1	0	0
CC(=O)Nc1ccc(S(=O)(=O)NC2=NCN(CCOC(=O)c3ccccc3)CN2)cc1	6	6
O=C(CN(C(=O)CCC(=O)Nc1nccs1)c1ccc(F)c(Cl)c1)NCc1ccco1	4	4
CCN1CCN(CC(=O)Nc2c(C(=O)OC)[nH]c3cccc(Cl)c23)CC1	6	5
Cc1ccc(C(=O)CN2CCC(NC(=O)C3CCCCC3)CC2)cc1	3	9
COc1ccc(-n2c(/C=C(\C)O)nc(=O)c3c(C)cc(C)nc32)cc1	1	-29
CCOC(=O)c1cc(-c2ccc3c(c2)OCCO3)nc2c1c(C)nn2CCC#N	-13	-4
O=c1c2ccccc2nc2c3ccccc3c3nncn3n12	4	16
O=C(Nc1ccccc1)OCc1ccccn1	8	14
CC(C)OC(=O)CN1C(=O)C(C)(C)Oc2ccc(C(=O)NC(C)(C)C)cc21	1	2
C#CCOC(=O)c1ccccc1C(=O)n1nnc2ccccc21	3	13
CC1Cc2cc(C(=O)O)ccc2O1 (stereo unspecified)	2	-16
Nc1ncnc2c1ncn2CCOc1ccccc1	1	8
O=C(CSc1nnnn1-c1ccc2c(c1)CCC2)NCc1cccs1	-7	-5
O=C(c1ccc(F)cc1)C1CCN(C(=O)c2ccncc2)CC1	1	-13
CC(Sc1nc(-c2ccccc2)cc(C(F)(F)F)n1)C(=O)NCCN1CCOCC1 (stereo unspecified)	3	10
O=C(Nc1cc(C(=O)N2CCOCC2)cc(C(=O)N2CCOCC2)c1)c1cc(F)c(F)cc1Cl	-1	8
More structures
SMILES	TNAP pNPP inh	TNAP inh Pi
CCOc1cc(CN2CCN(c3cccc(C(F)(F)F)c3)CC2)ccc1O	3	-6
CC(C)OC(=O)CSc1nc2ccccc2s1	3	-4
COc1cc(OC)c(C2=NOC(C(=O)NCc3ccc4c(c3)OCO4)C2)cc1Cl (stereo unspecified)	0	-9
Cc1cc(N2CCN(C(c3ccccc3)c3ccccc3)CC2)n2ncnc2n1	0	12
Nn1c(=O)c2ccccc2n2c(SCc3ccccc3)nnc12	3	-23
O=P(O)(O)COc1ccccc1P(=O)(c1ccccc1)c1ccccc1	2	8
Cc1ccc(C(=O)N2CCN(c3ccc(Cl)cc3)CC2)cc1	0	0
CCC(c1nnnn1CCOC)N1CCN(Cc2ccccc2OC)CC1 (stereo unspecified)	3	10
CC1CCc2nc(NCCO)nc(C(F)(F)F)c2C1 (stereo unspecified)	6	-2
Cn1c(SCC(=O)N2CCc3ccccc32)nnc1C1CC1	5	9
Cc1cc(C)nc(N2CCCC(C(=O)NCc3cccc(C(F)(F)F)c3)C2)n1 (stereo unspecified)	0	0
CSc1nnc2n(C3CCCCC3)c(=O)c3c4c(sc3n12)CCCC4	-11	-12
CCCc1n[nH]c2c1C(=O)C(C(=O)OC)C(C)(C)C2 (stereo unspecified)	6	12
COc1ccc(C(c2nnnn2C2CCCC2)N2CCc3ccccc3C2)cc1OC (stereo unspecified)	2	8
CCCNc1nc2c(c(=O)[nH]c(=O)n2C)n1CCC(C)C	2	-3
COc1cccc2cc(C(=O)N3CCN(C(=O)c4ccco4)CC3)c(=O)oc12	3	9
COc1ccccc1C1SCCN1S(=O)(=O)c1cccc(C(F)(F)F)c1 (stereo unspecified)	-16	-4
Cc1nc(NC2=NCN(CCc3ccccc3)CN2)nc2ccccc12	1	10
O=C(CSc1nnc(-c2cccs2)n1-c1ccccc1)c1ccc2c(c1)OCCO2	-10	0
Cc1ccc(C(C(=O)NC2CCCC2)N(C(=O)c2csnn2)C2CCCC2)o1 (stereo unspecified)	6	22
COc1ccc2cnn(-c3ccccc3C)c(=O)c2c1OC	-5	-2
Cc1c(Br)cc(C(=O)NCc2ccco2)c(C)c1C	-2	1
Cn1c(CCN2CCN(c3ccc(F)cc3)CC2)nc2cc(NC(=O)c3ccco3)ccc21	0	5
Cc1cc(C)c2cc(CN(CC3CCCO3)S(=O)(=O)c3ccc4c(c3)OCCO4)c(=O)[nH]c2c1 (stereo unspecified)	5	12
CC1(C)Cc2c(sc(NC(=O)c3ccc(Br)o3)c2C#N)CO1	1	6

As entered above:
COc1cc(OC)c(C2=NOC(C(=O)NCc3ccc4c(c3)OCO4)C2)cc1Cl (stereo unspecified) @ TNAP inh Pi: -9
COc1ccc(C(c2nnnn2C2CCCC2)N2CCc3ccccc3C2)cc1OC (stereo unspecified) @ TNAP pNPP inh: 2
CC(C)OC(=O)CSc1nc2ccccc2s1 @ TNAP pNPP inh: 3
Cc1nc(NC2=NCN(CCc3ccccc3)CN2)nc2ccccc12 @ TNAP pNPP inh: 1
COc1cccc2cc(C(=O)N3CCN(C(=O)c4ccco4)CC3)c(=O)oc12 @ TNAP inh Pi: 9

Going on with the list.
SMILES	TNAP pNPP inh	TNAP inh Pi
O=C(NCCCN1CCOCC1)c1cc2c(s1)CCCC2	2	0
Cc1c(Cl)cccc1NC(=O)NC1CCCCC1	-4	-36
CCCC(C(=O)NCc1ccc(OC)cc1)N(Cc1ccco1)C(=O)c1snc(C(N)=O)c1N (stereo unspecified)	3	5
Cn1c(=O)c2c(nc(CN3CCC(C(N)=O)CC3)n2Cc2c(Cl)cccc2Cl)n(C)c1=O	3	7
CCn1cc(C(=O)O)c(=O)c2cnc(N3CCN(C(=O)Nc4cccc5ccccc45)CC3)nc21	7	13
Clc1ccc(-c2cn3c(n2)CCC3)cc1	2	0
S=c1[nH]c2ncccc2o1	5	7
O=C1CCCCCN1CP(=O)(O)CCc1ccccc1	-1	-10
O=C(NC(Cc1ccccc1)C(=O)O)c1ccccc1 (stereo unspecified)	4	18
Cn1c(=O)c2c(nc(Oc3ccccn3)n2C)n(C)c1=O	-1	6
CC(=O)C1=C(NC(=O)c2ccccc2F)C[C@@H]2[C@H]1C2(C)C	5	10
CCC(=O)Nc1ccc(-c2nnc(SCC(=O)Nc3nccs3)n2C)cc1	-2	-31
COc1cc(NC(=O)Nc2ccccc2)c(OC)cc1NC(=O)CN1CCCCC1	2	7
CN1CCc2c(sc3c2C(=O)NC(c2ccccn2)N3)C1 (stereo unspecified)	-8	3
COC(=O)[C@H](Cc1ccccc1)NC(=O)NCC1CCCO1 (stereo partly specified)	3	10
COc1cc(Cl)c(C)cc1NC(=O)CSc1nnc(-c2ccccn2)n1Cc1ccco1	4	9
Cn1ncc(N=Cc2ccccc2O)c1C(=O)Nc1ccccc1	4	8
O=C(Nc1nc(-c2cccs2)cs1)c1ccc(S(=O)(=O)N2CCCC2)cc1	6	8
CCC1CCCCN1C(=O)COC(=O)c1ccc(S(=O)(=O)N2CCOCC2)cc1 (stereo unspecified)	1	-19
Cc1ccc(S(=O)(=O)Nc2ccc(S(=O)(=O)N3CCCC3)cc2)cc1	5	1
Cc1cc(C(=O)COc2nncc3ccccc23)c(C)n1C	7	0
N#CNC(N)=Nc1cccc(Cl)c1	3	6
Cc1oc(C)c2c(=O)ccc3c(c12)OC(N)=C(C#N)C3c1ccc(F)cc1 (stereo unspecified)	8	-3
COc1cccc(N=Cc2ccc(O)cc2O)c1	-10	-2
CCc1nnc(NC(=O)CSc2nnc(CNc3cccc(C)c3)n2-c2ccccc2)s1	6	9

Laid out differently: results already given.
TNAP pNPP inh | TNAP inh Pi | Molecule
-2 | -31 | CCC(=O)Nc1ccc(-c2nnc(SCC(=O)Nc3nccs3)n2C)cc1
2 | 7 | COc1cc(NC(=O)Nc2ccccc2)c(OC)cc1NC(=O)CN1CCCCC1
-8 | 3 | CN1CCc2c(sc3c2C(=O)NC(c2ccccn2)N3)C1 (stereo unspecified)
3 | 10 | COC(=O)[C@H](Cc1ccccc1)NC(=O)NCC1CCCO1 (stereo partly specified)
4 | 9 | COc1cc(Cl)c(C)cc1NC(=O)CSc1nnc(-c2ccccn2)n1Cc1ccco1

Next section:
SMILES	TNAP pNPP inh	TNAP inh Pi
CC(C)(C)c1cccc(/C=N/O)c1O	-1	5
CC1CN(C(=O)c2cc(F)c(F)cc2Cl)CC(C)O1 (stereo unspecified)	0	4
COCCOC(=O)C(C#N)c1nc2ccccc2nc1N1CCN(Cc2ccccc2)CC1 (stereo unspecified)	2	17
COC(=O)c1ccc(CSc2nc3ccccc3c(=O)n2-c2ccc(OC)c(OC)c2)o1	-2	13
O=C(NCCCn1ccnc1)Nc1ccc(Cl)c(Cl)c1	11	16
COc1ccc(NC(=O)C2CCC(=O)N2)cc1 (stereo unspecified)	7	8
COc1ccc(C(=O)N2CCN(C(=O)c3ccco3)CC2)cc1	3	-5
CCCn1c(SCc2ccccn2)nc2c1c(=O)n(C)c(=O)n2C	0	5
CCOC(=O)C1(C)NC(c2ccccc2F)C2C(=O)N(c3cccc(C(C)=O)c3)C(=O)C21 (stereo unspecified)	1	3
O=c1c(N2CCOCC2)nsn1Cc1ccccc1	1	9
CCC(C)(c1ccc(C(=O)OC)s1)c1ccc(C(=O)OC)s1	5	6
CCc1ccc(NC2CC(=O)N(c3ccc(OC)cc3OC)C2=O)cc1 (stereo unspecified)	2	-8
CCCCn1c(SCC(=O)OC)nc2c1c(=O)n(C)c(=O)n2C	4	5
C[C@]12CCC(=O)C=C1CC[C@@H]1[C@@H]2[C@@H](O)C[C@@]2(C)[C@H]1CC[C@]2(O)C(=O)COC(=O)CCC(=O)O	0&0	4&4
Cc1ccc(/C=c2\sc3n(c2=O)CN(c2ccc(Br)cc2)CN=3)o1	5	8
O=S(=O)(Nc1cccnc1)c1cccc(C(F)(F)F)c1	22	25
Cn1c(SC/C=C/c2ccccc2)nnc1-c1ccco1	0	7

Compound profiles, as listed above. Screens in order: TNAP pNPP inh | TNAP inh Pi
Results for O=c1c(N2CCOCC2)nsn1Cc1ccccc1 = 1 | 9
Results for COC(=O)c1ccc(CSc2nc3ccccc3c(=O)n2-c2ccc(OC)c(OC)c2)o1 = -2 | 13
Results for Cn1c(SC/C=C/c2ccccc2)nnc1-c1ccco1 = 0 | 7
Results for CC1CN(C(=O)c2cc(F)c(F)cc2Cl)CC(C)O1 (stereo unspecified) = 0 | 4
Results for COc1ccc(NC(=O)C2CCC(=O)N2)cc1 (stereo unspecified) = 7 | 8
